PTK2B oligo ant: antagonists of Pyk2 self-association, primary screen, Q293 cells, FERM NanoBiT luminescence, HTS | Protein-tyrosine kinase 2-beta (Homo sapiens), Q14289 | stronger effect = lower value | z-score (the deposit names both 25 µM and 10 µM) | hit rate 0.83% among 99,000;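 active means Z-score of -3 or lower, scaled per plate to the spread of control and sample wells; inactive means z-score above -3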;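 further: negative z-score means lost luminescence so less FERM oligomerization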
PLAP activator: PLAP enzyme activators, biochemical, luminescence, HTS; Alkaline phosphatase, placental type (Homo sapiens), P05187; purified PLAP enzyme, luminescent substrate read-out; stronger effect = higher value; activation fold at 20 µM; hit rate 1.2% among 96,000; in the data active means activation fold above about 2
Target sequence (P05187 whole entry, looked up): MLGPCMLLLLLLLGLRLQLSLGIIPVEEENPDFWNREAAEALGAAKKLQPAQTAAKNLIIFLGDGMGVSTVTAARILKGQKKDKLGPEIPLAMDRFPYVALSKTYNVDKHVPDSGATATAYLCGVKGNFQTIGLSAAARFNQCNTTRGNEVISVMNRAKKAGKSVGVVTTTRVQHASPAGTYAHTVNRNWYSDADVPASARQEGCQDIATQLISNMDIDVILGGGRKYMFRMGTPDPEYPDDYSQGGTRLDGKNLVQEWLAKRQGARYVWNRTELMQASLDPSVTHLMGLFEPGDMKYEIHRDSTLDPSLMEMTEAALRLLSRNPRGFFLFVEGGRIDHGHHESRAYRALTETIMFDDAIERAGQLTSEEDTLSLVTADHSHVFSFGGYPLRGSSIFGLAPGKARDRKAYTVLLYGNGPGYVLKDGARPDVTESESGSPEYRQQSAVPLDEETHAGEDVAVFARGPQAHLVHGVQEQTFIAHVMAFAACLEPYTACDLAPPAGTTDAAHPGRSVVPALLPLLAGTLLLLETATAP
Ecoli WT expand: growth inhibitors of wild-type E. coli, primary screen, strain BW25113, expanded library, OD600; OD600 absorbance; growth inhibition, % at 100 µM; hit rate 0.15% among 98,000;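 active means growth inhibition above about 50% at one test dose, limit read from the data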;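 further: growth measured after 20 h incubation at 37 °C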
EphB4 ephrin blk: EphB4-ephrin-B2 interaction antagonists, primary screen, biochemical, TNYL-RAW peptide probe, fluorescence polarization. Ephrin type-B receptor 4 (Homo sapiens), P54760. EphB4 LBD / TNYL-RAW-Alexa532 peptide. inhibition, % at 7 µM. hit rate 0.15% among 97,000;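 active means inhibition above the screen-wide mean inhibition plus 3 SD, cut at about 15% in these data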;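 further: 0% = DMSO wells and 100% = excess unlabeled TNYL-RAW peptide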
CYP2C19 inhib: blockers of cytochrome P450 2C19 activity – biochemical, luminescence, ADME assay, primary screen. CYP2C19 Supersomes, luciferin-H EGE luminescence, 30 min. hit rate 21% among 96,000. inhibition, % at 5 µM. P33261;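 active means CYP2C19 inhibition above a set limit at 5 µM in the primary screen, cut at about 50% in these data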;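 further: plate controls were negative control wells for no effect and 2.5 mM tranylcypromine positive control for full effect; values of inactives mirror those of a sister screen read the other way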
Target sequence (P33261 whole entry, looked up): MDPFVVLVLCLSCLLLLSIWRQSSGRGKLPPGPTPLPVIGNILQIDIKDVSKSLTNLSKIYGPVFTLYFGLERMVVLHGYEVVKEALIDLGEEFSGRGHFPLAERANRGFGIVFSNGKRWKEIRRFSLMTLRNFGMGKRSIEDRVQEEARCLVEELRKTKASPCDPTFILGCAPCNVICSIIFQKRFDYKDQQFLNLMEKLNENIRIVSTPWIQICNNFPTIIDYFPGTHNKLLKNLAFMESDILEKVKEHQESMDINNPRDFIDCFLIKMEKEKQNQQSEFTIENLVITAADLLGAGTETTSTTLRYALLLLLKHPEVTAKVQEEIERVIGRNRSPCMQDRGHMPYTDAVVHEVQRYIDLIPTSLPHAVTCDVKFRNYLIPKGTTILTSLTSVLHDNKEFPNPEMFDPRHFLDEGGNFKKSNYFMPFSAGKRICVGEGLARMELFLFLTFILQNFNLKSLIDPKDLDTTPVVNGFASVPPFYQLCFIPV
CYP2C9 inh: blockers of cytochrome P450 2C9 activity – biochemical, luminescence, ADME assay, primary screen. P11712. CYP2C9 Supersomes, luciferin-H conversion. inhibition, % at 5 µM. hit rate 20% among 96,000. AID 777, 2007;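 active means blocking of liver enzyme CYP2C9 beyond about 50% at 5 µM, limit read from the data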; further: values of inactives mirror those of a sister screen read the other way
PostGolgi yeast: phenotypic screen on post-Golgi transport, primary screen. post-Golgi transport phenotypic cell assay. hit rate 0.9% among 98,000. inhibition, % at 10 µM; in the data active means inhibition above about 30%;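 further: yeast cells grown in 1536-well plates; yeast grown about 18 h at 30C before absorbance read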
CYP2C9 act: human CYP2C9 activators, primary screen, biochemical, luminescence | hit rate 1.4% among 96,000 | Cytochrome P450 2C9 (Homo sapiens), P11712 | activation factor at 5 µM | recombinant CYP2C9, luciferin-H conversion; stronger effect = higher value; factor 1 = untreated enzyme, 0 = blocked;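 active means activation factor of 2 or more for CYP2C9 at a 5 µM dose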;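 further: 0 = sulfaphenazole-blocked wells and 1 = vehicle-only wells; values of inactives mirror those of a sister screen read the other way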
CYP2C19 act: human CYP2C19 activators, primary screen, biochemical, luminescence | Cytochrome P450 2C19 (Homo sapiens), P33261 | recombinant CYP2C19, luciferin-H EGE luminescence; stronger effect = higher value; 0 = fully inhibited enzyme, 1 = untreated enzyme | activation factor at 5 µM | 96,000 tested, under 10 active;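 active means activation factor of at least 2 at 5 µM in the primary screen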;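 further: 0 = wells with 2.5 mM tranylcypromine and 1 = vehicle-only wells; values of inactives mirror those of a sister screen read the other way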
* hit, by the source's call; . = no result given.

SMILES	PTK2B oligo ant	PLAP activator	Ecoli WT expand	EphB4 ephrin blk	CYP2C19 inhib	CYP2C9 inh	PostGolgi yeast	CYP2C9 act	CYP2C19 act
COC(=O)c1cccc(COC(=O)c2ccc(CS(=O)(=O)c3ccc(C)cc3)cc2)c1	0.31	1.2	-7	5	9	77*	2	0.2	0.9
O=C(Nc1cccc2ccccc12)c1ccc(OC(=S)N2CCOCC2)cc1	-1.4	1	-6	-3	-12	-7	-1	1.1	1.1
Cc1ccsc1C(=O)OCC(=O)c1cc(C)n(CC2CCCO2)c1C (stereo not drawn)	0.52	1.3	-6	4	54*	-71	-4	1.7	0.5
COC(=O)c1cn(C)c2ccc(S(=O)(=O)N3CC(C)CC(C)C3)cc2c1=O (stereo not drawn)	0.09	.	3	3	.	.	-6	.	.
COC(=O)c1ccccc1NC(=O)CN1CCOCC1	0.95	1.2	1	-6	14	7	2	0.9	0.9
O=C1CCCC(O)=C1C=Nc1ccc(O)cc1	-0.2	0.8	-9	-4	-4	12	-3	0.9	1
O=C(NCc1ccc(F)cc1)C1CCN(S(=O)(=O)N2CCC3(CC2)OCCO3)CC1	1.1	1.3	-2	-2	2	25	9	0.8	1
NC(=O)NC(=O)Nc1ccccc1Cl	0.14	1.1	-4	-9	-20	-15	15	1.1	1.2
CCCc1cc(=O)[nH]c(SCC(=O)C(C)(C)C)n1	2	1.2	0	5	28	24	3	0.8	0.7
CN(c1ccc(C(=O)NCC2CCCO2)cc1)S(=O)(=O)c1ccccc1 (stereo not drawn)	-0.17	0.9	0	8	-4	16	-3	0.8	1
Cn1nnnc1NCc1c(F)cccc1Cl	0.43	1.1	3	-3	9	-15	0	1.1	0.9
CCOC(=O)c1ccc(Nc2nnc(C(C)(C)C)c(=O)[nH]2)cc1	-2.9	1	-2	0	-6	9	-10	0.9	1.1
Cc1cc(NC(=O)Cn2c(=O)n(Cc3ccccc3)c(=O)c3ccccc32)no1	-0.68	0.9	-5	-9	23	18	12	0.8	0.8
CCOC(=O)CNC(=O)c1sc(NC(=O)c2cccc(F)c2)nc1C	-0.31	1.6	-9	6	-5	22	-2	0.8	1.1
CCNc1oc(COc2cccc(C)c2)nc1C#N	-0.09	0.9	-4	-4	98*	51*	9	0.5	0
COc1cc(C(=O)Nc2sc3c(c2C(=O)NCc2ccco2)CCCC3)cc(OC)c1OC	-2.5	1.2	-12	-2	61*	76*	8	0.2	0.4
CCOc1ccc(C(=O)NC2CCN(S(C)(=O)=O)CC2)cc1	1.2	0.8	1	6	4	-5	6	1.1	1
COc1ccc(S(=O)(=O)N2CCN(S(=O)(=O)c3ccc4c(c3)OCCO4)CC2)cc1C	-1.2	0.9	-10	5	99*	87*	-1	0.1	0
Fc1ccc(C2CC(c3ccco3)=NN2c2ccccc2)cc1 (stereo not drawn)	1.8	0.9	-1	-7	19	16	5	0.8	0.8
COc1ccccc1NC(=O)CSc1nc(O)cc(=O)n1C	2.2	1.5	-1	2	-4	7	-2	0.9	1
CC(C)c1ccc(C2C3CSCC=C3C(C#N)=C(N)C2(C#N)C#N)cc1 (stereo not drawn)	.	1.5	7	-4	67*	100*	74*	0	0.3
COc1ccc(-c2csc(N3CCN(Cc4ccc5c(c4)OCO5)CC3)n2)cc1	0.53	0.9	-10	5	-21	-14	1	1.1	1.2
COc1ccc2nc(NC(=O)C3COc4ccccc4O3)sc2c1 (stereo not drawn)	.	1.2	-9	-6	57*	45	4	0.5	0.4
CSc1nc2nc(C(F)(F)F)cc(-c3ccccc3)n2n1	-1.1	0.7	-1	2	27	62*	-1	0.4	0.7
COc1ccc(-c2cc(C(F)(F)F)n3nc(C(=O)N4CCOCC4)nc3n2)cc1	0.47	0.9	7	1	-12	-3	-10	1	1.1

5 entries already listed, ordered by SMILES length, ascending.
SMILES	PTK2B oligo ant	PLAP activator	Ecoli WT expand	EphB4 ephrin blk	CYP2C19 inhib	CYP2C9 inh	PostGolgi yeast	CYP2C9 act	CYP2C19 act
CCNc1oc(COc2cccc(C)c2)nc1C#N	-0.09	0.9	-4	-4	98*	51*	9	0.5	0
CCOc1ccc(C(=O)NC2CCN(S(C)(=O)=O)CC2)cc1	1.2	0.8	1	6	4	-5	6	1.1	1
Cc1ccsc1C(=O)OCC(=O)c1cc(C)n(CC2CCCO2)c1C (stereo not drawn)	0.52	1.3	-6	4	54*	-71	-4	1.7	0.5
O=C(Nc1cccc2ccccc12)c1ccc(OC(=S)N2CCOCC2)cc1	-1.4	1	-6	-3	-12	-7	-1	1.1	1.1
COC(=O)c1cccc(COC(=O)c2ccc(CS(=O)(=O)c3ccc(C)cc3)cc2)c1	0.31	1.2	-7	5	9	77*	2	0.2	0.9

Next section
SMILES	PTK2B oligo ant	PLAP activator	Ecoli WT expand	EphB4 ephrin blk	CYP2C19 inhib	CYP2C9 inh	PostGolgi yeast	CYP2C9 act	CYP2C19 act
COc1ccc(CCNC(=O)COc2nsnc2N2CCOCC2)cc1OC	0.41	1	2	4	9	15	-3	0.9	0.9
COc1ccc(Cn2c(=O)c3c(nc(NCCO)n3C)n(C)c2=O)cc1	1	1.4	0	.	1	-35	4	1.3	1
CC(C)(C)NC(=O)C(c1ccncc1)N(C(=O)c1csnn1)C1CC1 (stereo not drawn)	-0.92	1.1	2	-2	16	-4	-5	1	0.8
CCCN1C(=O)/C(=C/C=C2\N(CC)c3ccccc3C2(C)C)SC1=S	-3*	0.8	-9	0	14	33	-2	0.7	0.9
CCCCOc1ccc(NC2=NC3(CCCC3)N=C(N)N2)cc1	-0.06	1.5	46	0	-6	-16	-2	1.2	1.1
CCN(Cc1ccccc1)C(=O)CC1Oc2ccccc2NC1=O (stereo not drawn)	.	1	2	-10	88*	-67	3	1.7	0.1
CC1CCN(C(=O)CN2C(=O)C(=O)c3ccccc32)CC1	.	1	1	5	-9	-21	-4	1.2	1.1
Cc1cnc(NC(=O)CCCSc2nc3ccccc3s2)s1	0.84	0.8	-4	-8	12	10	3	0.9	0.9
Cc1nc2nc(CSc3nc4ccccc4s3)cc(=O)n2[nH]1	1.2	1.2	-15	-3	-10	60*	-8	0.4	1.1
Cc1cc(Br)cc(C)c1OCCCCN(C)C	0.34	1	8	-6	20	5	-8	1	0.8
O=c1cc(CSc2ccccn2)c2ccccc2[nH]1	-1.2	0.8	3	4	6	-4	-3	1	0.9
CC(OC(=O)CCc1nc2ccccc2c(=O)[nH]1)C(=O)NCc1ccc2c(c1)OCO2 (stereo not drawn)	0.33	.	6	0	.	.	-3	.	.
CCCCn1c(SCC(=O)N2CC(=O)Nc3ccccc32)nnc1-c1ccoc1C	1.9	1.2	-2	-2	25	36	1	0.6	0.8
CCC(=O)Nc1ccc2c(c1)OCCO2	0.36	1.1	0	4	1	16	1	0.8	1
Cc1cc(Nc2ncc(Cl)cc2Cl)n(-c2ccccn2)n1	-0.67	1	-13	.	18	12	-6	0.9	0.8
COc1ccc(C(=O)NCCNC(=O)c2cc(OCC(F)(F)F)ccc2OCC(F)(F)F)cc1	0.13	0.9	-2	2	-3	10	-3	0.9	1
O=c1[nH]cnc2scc(-c3ccc(-c4ccccc4)cc3)c12	0.01	0.8	-12	4	-5	-5	0	1	1
O=C(O)c1ccc(NS(=O)(=O)c2cc(C(=O)O)ccc2Br)cc1	2.4	1	-8	0	10	-5	6	1.1	0.9
CC(=O)Nc1cccc(NC(=O)CCn2c(=O)sc3ccccc32)c1	0.84	1	-5	0	15	31	-3	0.7	0.9
Cc1c(NS(=O)(=O)c2ccc3c(c2)n(C)c(=O)n3C)c(=O)n(-c2ccccc2)n1C	0.13	1.2	-4	3	-19	2	9	1	1.2
Cc1cc(NCc2ccccn2)nc2ccccc12	-0.02	1	5	0	56*	-197	7	3*	0.4
COc1cc(OC)cc(-c2cc3nc(C4CCN(C(=O)OC(C)(C)C)CC4)cc(=O)n3[nH]2)c1	-0.96	1.5	2	2	3	-10	1	1.1	1
O=C(c1ccncc1)N1C2C=CC(C2)C1(C(F)(F)F)C(F)(F)F (stereo not drawn)	.	1.2	-2	7	23	61*	10	0.4	0.8
CCOC(=O)Cn1cnc2c(nnn2-c2ccc(C)cc2)c1=O	0.14	1.1	8	-1	9	29	-15	0.7	0.9
CCC(Sc1ccc2nnc(-c3cccnc3)n2n1)C(=O)O (stereo not drawn)	.	1	-3	.	-8	2	-4	1	1.1
(further entries)
SMILES	PTK2B oligo ant	PLAP activator	Ecoli WT expand	EphB4 ephrin blk	CYP2C19 inhib	CYP2C9 inh	PostGolgi yeast	CYP2C9 act	CYP2C19 act
CN1CCC(=NNC(=O)C(=O)NC2CCCCC2)CC1	-0.1	1.3	3	4	-8	-8	17	1.1	1.1
O=C(CCC1COc2ccccc2O1)NCc1ccccc1 (stereo not drawn)	1.2	1	3	1	59*	32	-3	0.7	0.4
CCOC(=O)c1cc(NC(=O)OC)c(C)nc1C	-0.03	0.9	-1	.	-4	-21	-4	1.2	1
O=C(NCCC1=CCCCC1)C1CCN(S(=O)(=O)c2ccc(-n3cnnn3)cc2)CC1	0.23	1.3	-9	-3	4	6	-19	0.9	1
CCCCN(CC)Cc1ccc(CNC(=O)Nc2ccc(F)cc2)o1	0.39	1.1	3	-7	22	37	-6	0.6	0.8
Cc1noc(C)c1C(=O)OCC(=O)Nc1cc(Cl)ccc1Oc1ccccc1	-1.3	1.2	-7	4	39	63*	1	0.4	0.6
COc1ccc(-c2cn(/N=C/c3ccc(Cl)cc3Cl)c(N)n2)cc1	-0.05	1.4	10	3	74*	72*	-6	0.3	0.3
Cc1ccc(O)c(NC(=O)C2CC(c3c(F)cccc3Cl)=NO2)c1 (stereo not drawn)	-2.1	1.4	1	3	94*	-85	10	1.9	0.1
O=C(NC1CCCC1)C1CCCN1C(=O)Nc1ccccc1Cl (stereo not drawn)	-0.51	1.2	2	-2	21	13	11	0.9	0.8
Cc1cnc(C(=O)OCC(=O)NC2CCCC(C)C2C)cn1 (stereo not drawn)	0.45	1	6	-6	18	11	5	0.9	0.8
COc1ccc2nc(NC3=NCCC3)sc2c1	-0.09	1.4	8	-1	1	7	-3	0.9	1
CCOC(=O)C1CCN(C(=O)COc2cc(C)c(Br)cc2C)CC1	-0.11	1.6	5	-5	91*	48	11	0.5	0.1
Oc1ccc(CN2CCN(Cc3ccccc3)CC2)c2cccnc12	1.6	.	24	14	.	.	3	.	.
Cc1cc(N2CCN(C(=O)OC(C)(C)C)CC2)n2ncnc2n1	-0.02	0.9	-7	-5	-6	-11	10	1.1	1.1
Cc1c(C(=O)NCCN2CCOCC2)oc2ccc(S(=O)(=O)N3CCCCCC3)cc12	-0.24	1.6	3	.	10	27	1	0.7	0.9
COC(=O)c1ccc(NC(=O)c2cccc(Cl)c2)o1	0.66	1	12	-5	18	25	16	0.7	0.8
C=CCn1c(-c2ccoc2C)n[nH]c1=S	0.07	1.1	-5	4	-11	10	6	0.9	1.1
CCOC(=O)CSc1cc(C)nc(N)n1	0.61	0.9	7	-2	4	6	-3	0.9	1
Cc1ccc(-n2c(SCC(=O)Nc3cc(C)on3)nc3c(c2=O)SC(C)C3)cc1 (stereo not drawn)	.	1	0	.	18	34	-16	0.7	0.8
COc1ccc(CNc2n[nH]c(NCc3ccc(OC)c(OC)c3)n2)cc1OC	1.2	1.9	-3	-4	-3	-1	3	1	1
COc1ccc2nc(C)c3c(c2c1)OC(C)C3 (stereo not drawn)	-0.82	1.2	8	-4	15	11	-1	0.9	0.9
N#Cc1nc(-c2cccs2)oc1NCC1CCCO1 (stereo not drawn)	0.15	0.9	11	-3	55*	38	6	0.6	0.5
CCOc1ccc(Oc2nc(Nc3ccc(C)cc3)nc(N(C)C)n2)nn1	-0.51	1.1	4	0	-7	-2	5	1	1.1
